Compound activity as filed in PubChem.
PTHR1 agonist = activates the human parathyroid hormone receptor PTHR1; Q03431; HEK293 GP2 PTHR1 cells, GloSensor cAMP luminescence, 1 h; Potency, µM (top dose mostly 115 µM), for inactives: at the top dose activation, usual class: activators; 410,000 tested, 0.075% active; AID 743266; further: potency means the concentration at half of the fitted maximal effect; nearly all actives have a fitted effect of over 55% in size; some results filed as inactive show a strong effect at the top dose; inactives centre near -15; many of its hits are not listed in these tables
Target sequence (Q03431 whole entry, looked up): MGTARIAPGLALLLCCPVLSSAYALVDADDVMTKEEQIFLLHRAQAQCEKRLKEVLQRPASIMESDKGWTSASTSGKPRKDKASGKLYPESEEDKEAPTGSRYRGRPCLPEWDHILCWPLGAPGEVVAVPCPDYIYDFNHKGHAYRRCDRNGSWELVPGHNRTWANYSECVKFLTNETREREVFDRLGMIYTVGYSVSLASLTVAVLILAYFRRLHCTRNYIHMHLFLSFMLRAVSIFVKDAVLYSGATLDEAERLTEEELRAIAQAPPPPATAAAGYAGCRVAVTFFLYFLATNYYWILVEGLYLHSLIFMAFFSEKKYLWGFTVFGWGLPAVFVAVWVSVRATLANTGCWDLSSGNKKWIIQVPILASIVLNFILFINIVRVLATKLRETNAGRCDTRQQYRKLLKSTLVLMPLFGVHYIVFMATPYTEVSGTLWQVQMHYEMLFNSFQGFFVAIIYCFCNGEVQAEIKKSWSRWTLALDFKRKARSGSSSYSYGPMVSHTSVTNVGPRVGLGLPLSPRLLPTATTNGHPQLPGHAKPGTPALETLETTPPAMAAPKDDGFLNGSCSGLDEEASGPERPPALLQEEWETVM
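HEK-293-derived GP2 cells expressing PTHR1 and a GloSensor cAMP reporter, 3,000/well, plated overnight, given luciferin plus IBMX (each 0.5 mM as added) for 1 h at 37 °C, then compound for 1 h at 37 °C. Luminescence was read after 15 min at room temperature.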
GLP-1R inv ag = GLP-1 receptor (human) inverse agonism; Potency, µM (titrated, usually from 38.3 µM), without a hit: at the top dose activity change, negative = inhibition, most hits filed as inhibitors; AID 624417; P43220; HEK293 GLP-1R CRE-luciferase, luminescence, 24 h; GLP-1R form is constitutively active; 410,000 tested, 1.6% active; further: potency means the concentration at half of the fitted maximal effect; on the % scale 0 is the no-effect control and ±100 the full control effect; nearly all actives have a fitted effect of over 55% in size
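GLP-1R inverse agonism mode: basal reporter luminescence in engineered HEK293 cells measured after one day of compound exposure at 37 deg C, with a 12 min room-temperature detection step.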
pAkt inh = Akt phosphorylation inhibition; Neuro2A IGF-stimulated pAkt S473 HTRF, 20 min; active compounds read low; activity change, % for hits at 50 µM; 360,000 tested, 0.32% active; in the data active means activity change below about -80%; inconclusive means mostly about -51% to -80%; further: on the % scale 0 is the no-effect control and ±100 the full control effect
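Neuro2A cells in DMEM with 0.5% FBS, overnight at 37 deg C, given compound at single 50 µM final, then IGF (6 nM final) for 20 min at 37 deg C. Lysed; phospho-Akt Ser473 by HTRF after 24 h, 665/615 ratio.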
D3 antag = blocks the human D3 dopamine receptor; AID 652054; max response, negative = inhibition, %; 360,000 tested, 2.5% active; D3R cells, DiscoveRx beta-arrestin luminescence, antagonist mode; active compounds read low; P35462; in the data active means max response below about -50%; inconclusive means no clear call, values can overlap the other calls; further: on the % scale 0 is the no-effect control and ±100 the full control effect; mostly tested at two doses, the higher about 12 µM
Target sequence (P35462 whole entry, looked up): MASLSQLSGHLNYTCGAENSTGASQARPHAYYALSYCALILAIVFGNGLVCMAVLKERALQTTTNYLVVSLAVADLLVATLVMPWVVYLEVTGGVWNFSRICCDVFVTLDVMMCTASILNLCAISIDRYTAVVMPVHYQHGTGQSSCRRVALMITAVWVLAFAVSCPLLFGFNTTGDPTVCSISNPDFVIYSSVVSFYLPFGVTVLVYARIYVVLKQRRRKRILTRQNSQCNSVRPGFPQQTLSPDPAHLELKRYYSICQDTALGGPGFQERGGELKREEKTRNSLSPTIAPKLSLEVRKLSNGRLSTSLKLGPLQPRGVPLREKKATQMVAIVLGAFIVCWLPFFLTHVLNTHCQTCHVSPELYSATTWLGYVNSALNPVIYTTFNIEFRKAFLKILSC
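Cells plated overnight at 1500 cells/well, then exposed to library compounds with dopamine controls for 90 minutes at 37 degrees C. DiscoveRx reagent added for 30–60 minutes at room temperature; luminescence read, quantitative HTS format.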
Abeta yeast res = compounds reversing amyloid beta toxicity in yeast. AID 1347071. Potency, µM (doses to about 46.1 µM), for inactives: at the top dose growth rescue, hits mostly activators. yeast expressing A-beta42, growth rescue, OD600, 48 h; response scale: 0% DMSO, 100% iron-clioquinol control. 410,000 tested, 0.063% active; further: potency means the concentration at half of the fitted maximal effect; nearly all actives have a fitted effect of over 55% in size
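Yeast A-beta toxicity model in growth medium with pinned compounds, 48 h at 30 C; growth read as absorbance at 600 nm. Normalized to FeCl3/clioquinol equimolar mix (positive) and DMSO (negative).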
aSyn rescue = alpha-synuclein toxicity inhibition in yeast. Potency, µM (titrated, usually from 46.1 µM), inactives show at the highest dose growth rescue (activation), usual class: activators. 370,000 tested, 0.14% active. Yeast expressing alpha-synuclein, growth rescue, BacTiter-Glo, 24 h. AID 652106; further: potency means the concentration at half of the fitted maximal effect; % of control where 0% means no effect; nearly all actives have a fitted effect of over 65% in size
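Rescue of yeast growth: cells expressing toxic alpha-synuclein, induced in galactose at OD600 0.02, incubated with compound 24 h at 30 C. ATP luminescence quantified growth; inhibitors of toxicity appear as activators.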
FUS suppressor = suppressors of FUS proteinopathy in yeast; AID 1347120; 390,000 tested, 0.24% active; S. cerevisiae FUS-expressing, growth rescue, OD600, 24 h; Potency, µM (titrated, usually from 76.6 µM), without a hit: top-dose growth rescue (activation), most hits filed as activators;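 further: potency means the concentration at half of the fitted maximal effect; plate controls were DMSO vehicle for no effect and reference control for full effect; nearly all actives have a fitted effect of over 55% in size; some results filed as inactive show a strong effect at the top dose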
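Yeast expressing FUS under galactose induction, OD 0.005 in 2% galactose medium; compounds in a dilution series, 24 h at 30C. Growth rescue by absorbance at 600 nm; CP55940 positive control, DMSO negative.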
GLP-1R agonist = GLP-1 receptor (human) agonism; 380,000 tested, 0.007% active; HEK293 GLP-1R CRE-luciferase, luminescence, 4-6 h; cells express a hypersensitive GLP-1R form; P43220; AID 624172; Potency, µM (titrated, usually from 45.6 µM), for inactives: at the highest dose activation, usual class: activators; further: potency means the concentration at half of the fitted maximal effect; % of control where 0% means no effect
TDP43 rescue = rescues yeast growth from TDP-43 toxicity | TDP-43 expressing yeast growth rescue, BacTiter-Glo, 24 h | Potency, µM (highest dose often 46.1 µM), inactives show at the top dose growth rescue (activation), usual class: activators | 410,000 tested, 1.8% active | AID 652104; further: potency means the concentration at half of the fitted maximal effect; % of control where 0% means no effect; nearly all actives have a fitted effect of over 50% in size
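In this qHTS, compounds that restore growth of yeast expressing TDP-43 appear as activators. Cells (OD600=0.02, galactose medium, raffinose-pregrown) are incubated with compound 24 hr at 30 deg C and growth is quantified by BacTiter-Glo.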
The depositor's hits bear a star; i = inactive; ? = inconclusive; . = not tested or not shown; & = joins results of further samples; [ ] = remark or other dose. Unless noted, the call rests on the fitted dose curve; in most records, active means well fitted curve in the direction sought with a large enough effect; inconclusive means small, poorly fitted or top-dose-only effect, or another doubt; inactive means no such curve, though single readings can be large; an effect the other way counts as inactive or inconclusive. This is a subset (hit frequency here may not be typical).

The line under a structure holds: PTHR1 agonist | GLP-1R inv ag | pAkt inh | D3 antag | Abeta yeast res | aSyn rescue | FUS suppressor | GLP-1R agonist | TDP43 rescue
Cc1ccccc1N1C(=O)C(Cc2ccc(F)cc2)S/C1=C(\C#N)C(N)=O (configuration not stated)
→ -14% | -17% | i | 2 | 9% | 1% | 14% | 7% | 19%
O=C(CSc1ccc(-c2cccnc2)nn1)Nc1ccccc1C(F)(F)F
→ -17% | 53%[activator] | i | 5 | 6% | 1% | 53% | 18% | -21%
COc1cccc(Oc2nc(-c3ccccc3O)nc3ccccc23)c1
→ i | 0% | i | 32 | -16% | 0% | -19% | -3% | 18%
Cc1ccc(C(C)C)c(OCCOCCN2CCNCC2)c1
→ -6% | -74% | i | 8 | 6% | 1% | -16% | -1% | 12%
COc1ccc2c(c1)CCc1c(C(=O)Nc3c(C)nn(Cc4ccccc4)c3C)noc1-2
→ -52%[inhibitor] | ? | i | 32 | 2%&6% | 9% | -16%&1% | 5% | 15%&7%
O=C(CSc1nnc2ncccn12)N1CCCCCC1
→ i | 17% | i | 4 | 4% | -5% | -3% | -4% | -17%
Cc1nc(CN2CCC(c3ccccc3)CC2)cc(=O)[nH]1
→ 7% | 8%[7.66 µM] | i | 7 | -22% | 0% | -3% | 7% | -22%[9.22 µM]
COCCN(C(=O)Nc1ccccc1)c1ccccc1
→ i | 2% | i | -22 | -3% | -5% | -9% | 3% | -18%
COc1ccc(C)cc1NC(=O)COC(C)=O
→ -23% | 1% | i | 6 | -3% | -7% | 5% | -8% | 13%
COc1ccc(S(=O)(=O)N(C)C[C@H]2OCc3cn(nn3)CCCC(=O)N([C@H](C)CO)C[C@@H]2C)cc1
→ -26% | -1% | i | 10 | 4% | 2% | -20% | -1% | ?
CCCCCCSc1ccc([C@@H]2[C@@H]3C(=O)N(CC)C(=O)[C@@H]3[C@]3(C(=O)OC)CCCCN23)cc1
→ i | ? | i | 34 | 1% | 20% | 13% | -4% | -8%
CC(C)(C)Cc1c(-c2cccc(Br)c2)nc2ccc(Cl)cn12
→ -12% | 26% | i | 12 | -17% | -4% | -16% | -1% | ?
Cc1cccc(CSc2ncnc3ccccc23)c1
→ i | ? | i | 3 | -1% | 18% | 10% | 13% | ?
COc1ccc(/C=C2\SC(=S)N(CCCC(=O)Nc3ccc(O)cc3)C2=O)cc1
→ -21% | ? | i | -4 | 5% | 3% | 29% | -1% | -16%
Oc1ccc(N=Nc2ccc3c(c2)OCCO3)c2ncccc12
→ -38%[inhibitor] | ? | i | -66* | ? | ? | -17% | -1% | 22µM*
CC(=O)NS(=O)(=O)c1ccc(NC(=O)CCc2ccccc2)cc1
→ i | 3% | i | -19 | 11% | 3% | . | -2% | 14%
O=C(N/N=C/c1nn(-c2ccccc2)cc1-c1ccccc1)c1ccncc1
→ i | -17% | i | 24 | 5% | -8% | . | 2% | 32%
CC(CCc1ccccc1)NC(=O)C1CCN(S(=O)(=O)N2CCOCC2)CC1 (configuration not stated)
→ -20% | 0% | i | 16 | -2% | -1% | . | -5% | ?
O=C(CCC(=O)Nc1ccc(Cl)cc1Cl)NNC(=O)[C@@H]1CCCC[C@@H]1C(=O)O
→ -17% | -9% | i | 10 | 7% | 1% | -17% | -4% | 13%
Cc1cc(N2CCCC2=O)cc(C)c1S(=O)(=O)Nc1c(C)nn(C)c1C
→ -19% | -1% | i | 7 | -8% | 1% | -1% | 10% | -9%

Shown with tabs: entries from further up
structure	PTHR1 agonist	GLP-1R inv ag	pAkt inh	D3 antag	Abeta yeast res	aSyn rescue	FUS suppressor	GLP-1R agonist	TDP43 rescue
CCCCCCSc1ccc([C@@H]2[C@@H]3C(=O)N(CC)C(=O)[C@@H]3[C@]3(C(=O)OC)CCCCN23)cc1	i	?	i	34	1%	20%	13%	-4%	-8%
CC(C)(C)Cc1c(-c2cccc(Br)c2)nc2ccc(Cl)cn12	-12%	26%	i	12	-17%	-4%	-16%	-1%	?

Sorted by SMILES length (descending): part of the list above.
The line under a structure holds: PTHR1 agonist | GLP-1R inv ag | pAkt inh | D3 antag | Abeta yeast res | aSyn rescue | FUS suppressor | GLP-1R agonist | TDP43 rescue
COc1cccc(Oc2nc(-c3ccccc3O)nc3ccccc23)c1
→ i | 0% | i | 32 | -16% | 0% | -19% | -3% | 18%
Cc1nc(CN2CCC(c3ccccc3)CC2)cc(=O)[nH]1
→ 7% | 8%[7.66 µM] | i | 7 | -22% | 0% | -3% | 7% | -22%[9.22 µM]
Cc1ccc(C(C)C)c(OCCOCCN2CCNCC2)c1
→ -6% | -74% | i | 8 | 6% | 1% | -16% | -1% | 12%
O=C(CSc1nnc2ncccn12)N1CCCCCC1
→ i | 17% | i | 4 | 4% | -5% | -3% | -4% | -17%

3 entries out of the list above, ordered by the value under GLP-1R inv ag, rising:
SMILES	PTHR1 agonist	GLP-1R inv ag	pAkt inh	D3 antag	FUS suppressor	GLP-1R agonist
Cc1ccccc1N1C(=O)C(Cc2ccc(F)cc2)S/C1=C(\C#N)C(N)=O (configuration not stated)	-14%	-17%	i	2	14%	7%
COCCN(C(=O)Nc1ccccc1)c1ccccc1	i	2%	i	-22	-9%	3%
CC(C)(C)Cc1c(-c2cccc(Br)c2)nc2ccc(Cl)cn12	-12%	26%	i	12	-16%	-1%

Other entries:
The line under a structure holds: PTHR1 agonist | GLP-1R inv ag | pAkt inh | D3 antag | Abeta yeast res | aSyn rescue | FUS suppressor | GLP-1R agonist | TDP43 rescue
O=C(NCc1ccco1)c1ccc(COCC(F)(F)C(F)F)cc1
→ -3% | -18% | i | 2 | -11% | 2% | 10% | -1% | -4%
COc1ccc(-c2cc(CNS(=O)(=O)c3ccc(F)cc3)on2)cc1
→ -54%[inhibitor] | ? | i | -4 | -15% | 3% | 14% | 14% | 17%
O=C(COC(=O)c1ccc(OC(F)F)cc1)NCCC1=CCCCC1
→ -4% | -19% | i | -14 | 11% | -1% | -3% | -2% | ?
O=C(NCCn1cc(SCc2ccccc2)c2ccccc21)c1cccs1
→ -85%[inhibitor] | ? | . | . | -13% | . | ? | -5% | 22%
COc1ccc(CN(C)C[C@H]2OCCCC[C@H](C)Oc3ccc(NC(=O)CCC(F)(F)F)cc3C(=O)N([C@@H](C)CO)C[C@@H]2C)cc1
→ -26% | ? | i | 24 | -21% | 4% | 2% | -3% | 6%
COc1cccc(NC(=O)COC(=O)c2c(F)cccc2F)c1
→ i | 15% | i | 1 | 2% | -12% | . | -3% | 11%
O=C1CN(C(=O)NCC(=O)N[C@@H](Cc2ccccc2)C(=O)O)c2ccccc2N1
→ i | 7% | i | 1 | 2% | 4% | -32% | 0% | 7%
COc1ccc(Sc2ccccc2CN(C)C)cc1OC
→ -22%[57.5 µM] | -18% | i | 0 | 8% | -1% | -16% | 2% | -3%
O=C(COC(=O)CCC(=O)c1cccs1)Nc1cccc(S(=O)(=O)N2CCOCC2)c1
→ i | 4% | i | -14 | 9% | -1% | 8% | 1% | -13%
CC(=O)N1N=C(c2ccccc2O)OC1(C)CC(=O)Nc1ccccc1 (configuration not stated)
→ -10% | 7% | i | -7 | -2% | 0% | 17% | -1% | 6%
C[C@H](CO)N1C[C@H](C)[C@@H](CN(C)S(=O)(=O)c2cccs2)Oc2ccc(NS(=O)(=O)c3ccc(F)cc3)cc2C1=O
→ i | 6% | i | 13 | -17% | 4% | 30% | 3% | 4%
CN(C1CCCCC1)S(=O)(=O)c1ccc(Cl)c(C(=O)O)c1
→ i | 3% | i | 8 | -13% | -14% | -24% | -18% | -7%
O=C(CN1C(=O)C2CC=CCC2C1=O)NCc1ccc2c(c1)OCO2 (configuration not stated)
→ i | -6% | i | -25 | 13% | -5% | -14% | 0% | -2%
COC(=O)[C@]12CCCCC=C1N(Cc1cccc3ccccc13)C(=O)[C@H](CC(=O)N1CCN(C(=O)c3ccco3)CC1)C2
→ -27% | ? | i | -10 | 2% | 29% | ? | 4% | 0%
Nc1cc(C(=O)OCC(=O)NC(c2ccccc2)c2ccccc2)ccc1Cl
→ i | 15% | i | -23 | 0% | 10% | . | -23% | -25%
CSCCC(c1nc2ccccc2[nH]1)n1c(-c2ccc(C)cc2)nc2ccccc21 (configuration not stated)
→ i | ? | i | 12 | -3% | -1% | 43% | . | 5%
Cc1ccc(C(=O)Nc2nnc(SCc3cc(=O)c4c(C)ccc(C)c4[nH]3)s2)cc1
→ -57%[inhibitor] | 39%[activator] | . | . | -21% | . | -25% | . | -12%
O=C(COC(=O)c1cc([N+](=O)[O-])ccc1Cl)NC1CCCC1
→ i | 14% | i | 2 | 3% | 3% | -29% | -1% | 23%
O=C(Cn1cnc2ccccc2c1=O)c1ccc(Cl)cc1
→ -25% | -1% | i | 8 | -5% | 14% | -5% | 6% | -33%[inhibitor]
COc1ccc(CNC(=O)CCC(=O)Nc2ccc(Cl)cc2)cc1
→ -19% | -3% | i | -13 | -1% | -1% | 3% | 0% | 7%
O=C(Nc1ccccc1)C1=C[C@H](C2CCCCC2)C[C@H](OCc2ccc(CO)cc2)O1
→ 0% | ? | i | ? | 11% | 5% | 26% | 17% | 15%
C/C(=N/NC(=O)NC12CC3CC(CC(C3)C1)C2)c1ccccc1
→ i | ? | i | 7 | 10% | 11% | -29% | 1% | 17%

Structures shown so far containing a CF3 group:
The line under a structure holds: PTHR1 agonist | GLP-1R inv ag | pAkt inh | D3 antag | Abeta yeast res | aSyn rescue | FUS suppressor | GLP-1R agonist | TDP43 rescue
O=C(CSc1ccc(-c2cccnc2)nn1)Nc1ccccc1C(F)(F)F
→ -17% | 53%[activator] | i | 5 | 6% | 1% | 53% | 18% | -21%
COc1ccc(CN(C)C[C@H]2OCCCC[C@H](C)Oc3ccc(NC(=O)CCC(F)(F)F)cc3C(=O)N([C@@H](C)CO)C[C@@H]2C)cc1
→ -26% | ? | i | 24 | -21% | 4% | 2% | -3% | 6%
